# Xi reactivation: X-chromosome reactivation activator; XiGFP mouse fibroblasts, % GFP-positive cells imaging, 3 d; cells co-treated with 5-aza-dC sensitizer; scaled so ellipticine positive control = 100%; activation, % at 7.58 µM; 360,000 compounds, 0.055% hits;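 active = mean normalized replicate activation at least 10% and every replicate at or above 10%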;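 note: 0% = median of on-plate neutral control wells and 100% = ellipticine 6 µM median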
#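 Schedule: 3 d treatment, 15 min room-temperature fixation; system: 68-5-11 XiGFP fibroblast line; buffer or medium: DMEM plus 5-aza-dC sensitizer; control set: ellipticine 6 µM positive control; compound: one concentration, pinned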
# S100A4 inh HTS: inhibitors of human S100A4 binding to myosin IIA peptide. P26447. S100A4/TAMRA-MyoIIA peptide fluorescence polarization. inhibition, % at 10.7 µM. 360,000 compounds, 0.14% hits. AID 652163;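 active = mean inhibition of at least 70% across replicates, with every replicate also reaching that level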
# Target sequence (P26447 whole entry, looked up): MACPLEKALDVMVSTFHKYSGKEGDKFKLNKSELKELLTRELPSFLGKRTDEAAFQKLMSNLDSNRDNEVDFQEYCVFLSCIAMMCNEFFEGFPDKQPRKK
#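 Compound dosing: one dose per compound; test system: human S100A4 monomer with TAMRA-labelled myosin IIA peptide; probe or stimulus: TAMRA-labelled myosin IIA heavy-chain peptide probe, 5 nM; medium: HEPES buffer with Ca2+, pH 7.2; schedule: 5 min incubation before reading; benchmarks: neutral control DMSO, positive control TFP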
# RAD52 anneal inh: blocks human RAD52 DNA annealing; AID 651710; inhibition, % at 18.7 µM; 360,000 compounds, 0.46% hits; recombinant RAD52 DNA annealing, FRET fluorescence; P43351;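 active = every replicate showing at least 50% inhibition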
# Target sequence (P43351 whole entry, looked up): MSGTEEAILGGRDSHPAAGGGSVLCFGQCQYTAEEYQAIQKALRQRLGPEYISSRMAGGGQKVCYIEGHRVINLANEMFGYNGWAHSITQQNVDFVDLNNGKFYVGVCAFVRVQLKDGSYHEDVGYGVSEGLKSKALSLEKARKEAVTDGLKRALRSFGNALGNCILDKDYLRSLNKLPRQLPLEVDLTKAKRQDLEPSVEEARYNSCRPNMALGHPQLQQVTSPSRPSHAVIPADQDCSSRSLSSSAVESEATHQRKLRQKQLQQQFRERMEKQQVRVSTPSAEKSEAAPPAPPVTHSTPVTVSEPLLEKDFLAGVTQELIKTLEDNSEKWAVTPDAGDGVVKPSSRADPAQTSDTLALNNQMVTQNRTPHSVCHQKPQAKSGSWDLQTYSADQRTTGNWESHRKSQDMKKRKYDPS
# esBAF inh: inhibitors of esBAF chromatin remodeling in mouse ES cells; Bmi1-luciferase knock-in reporter, 24 h; 100% = twice the neutral-well signal; 350,000 compounds, 2% hits; reporter increase, % at 12.5 µM; in the data active = activation above about 40%;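 note: 0% = median of the plate's neutral control wells and 100% = double that signal; a rise in the Bmi1 reporter signal indicates esBAF inhibition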
# RAD54 inh: inhibitors of human RAD54 branch migration | RAD54 Holliday junction branch migration, FAM/BHQ fluorescence | Q92698 | 360,000 compounds, 0.14% hits | inhibition, % at 10.4 µM;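 active = mean normalized replicate activity at least 40 and at least half of replicates scoring 40 or more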;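 note: 0% = median of neutral control wells and 100% = median of positive control wells; inhibitors cause a drop in the FAM fluorescence signal; in these data hits start at about 50%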
# ERAP1 HTS inh: inhibitors of human ERAP1 aminopeptidase; recombinant ERAP1, Leu-AMC fluorescence, 60 min; inhibition, % at 10.7 µM; 340,000 compounds, 0.15% hits; AID 652197;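 active = mean replicate inhibition of at least 30%, or all replicates individually reaching that 30% level; inactive = mean below 30% and not every replicate reaching it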;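 note: 0% = neutral control wells and 100% = L-leucinethiol positive control wells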
# ERp5 inh: ERp5 (human) disulfide isomerase inhibition | ERp5 insulin aggregation, absorbance 650 nm, 90 min | inhibition, % at 9.99 µM | AID 651711 | Q15084 | 350,000 compounds, 0.05% hits;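 active = mean replicate inhibition above about 25%, with every replicate also reaching it, limit read from the data, passing the limit was not always enough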
# Target sequence (Q15084 whole entry, looked up): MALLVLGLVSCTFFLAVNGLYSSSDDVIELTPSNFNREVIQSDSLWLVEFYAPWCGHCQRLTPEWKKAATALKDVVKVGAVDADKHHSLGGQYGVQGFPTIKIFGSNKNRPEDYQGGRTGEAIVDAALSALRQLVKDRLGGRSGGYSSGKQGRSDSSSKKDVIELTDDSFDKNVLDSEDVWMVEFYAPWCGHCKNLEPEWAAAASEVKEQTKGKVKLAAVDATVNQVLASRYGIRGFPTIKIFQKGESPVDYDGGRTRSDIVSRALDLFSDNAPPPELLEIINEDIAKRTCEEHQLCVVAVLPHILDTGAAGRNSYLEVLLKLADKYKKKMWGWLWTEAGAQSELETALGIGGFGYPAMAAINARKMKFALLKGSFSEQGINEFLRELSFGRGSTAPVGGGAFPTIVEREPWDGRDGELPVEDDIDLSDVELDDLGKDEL
# E-sel inducer: induces E-selectin expression in human endothelial cells; HUVEC E-selectin immunofluorescence imaging; normalized: neutral wells 0, TNF-alpha wells 100; AID 686992; activation, % at 7.58 µM; 260,000 compounds, 0.37% hits;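 active = mean E-selectin-positive cell signal at least 10% of the positive control, reached in at least 60% of replicates, without over 20% cell loss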;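 note: in these data hits start at about 27%; measured in HUVEC primary endothelial cells; signal is the percent of cells scored E-selectin positive by PE staining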
#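 Read-out basis: % PE-positive cells; Test system: HUVEC primary endothelial cells; Technique: immunofluorescence imaging; Dosing: single-point compound dose.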
# The depositor's hits bear a star; nt = not tested or not shown; & = joins results of further samples. This is a random part of the collection; 2.5% or so of the library scored in one or more.
mol	Xi reactivation	S100A4 inh HTS	RAD52 anneal inh	esBAF inh	RAD54 inh	ERAP1 HTS inh	ERp5 inh	E-sel inducer
CC(=O)Nc1ccc(NC(=O)COC(=O)c2c(C)nn(-c3ccccc3)c2C)cc1	0.2	0	-19	nt	nt	2	9	0.5
COc1ccc(C(=O)N/N=C(\C)CC(=O)Nc2ccc3c(c2)OCO3)cc1	0.1	-1	-10	nt	nt	7	-1	7.6
C=CCOc1ccc(/C=C2\SC(N)=NC2=O)cc1OC	0.0	3	-38	-4	-2	0	1	0.0
Cc1cc(/C=C2/NC(=O)NC2=O)c(C)n1-c1cccnc1	0.0	4	-15	nt	-6	1	-4	0.0
O=S(=O)(NCc1csc(-c2cccnc2)n1)c1ccc(F)cc1	0.0	8	-19	-4	11	0	5	nt
CCC(=O)N(C)C[C@@H]1Oc2ncc(C#C[C@H](C)O)cc2C(=O)N([C@H](C)CO)C[C@@H]1C	-1.0	0	9	-6	-5	-2	-5	-0.1
Cc1ccccc1N1C(=O)c2ccccc2C1Nc1cccnc1 (configuration not stated)	-0.1	3	10	0	-6	-5	-2	-1.2
Cc1ccc(NC(=O)CCC(=O)c2ccc(Br)cc2)cc1	0.0	-2	-4	2	3	-2	2	0.2
COC(=O)C[C@@H]1CC[C@H]2[C@@H](COC[C@@H](O)CN2CCC(F)(F)F)O1	0.0	nt	nt	-4	-9	nt	nt	-0.1
COc1cc(C=O)c(Br)cc1OCC(=O)NCc1ccccc1	0.0	-2	-8	1	-15	-2	1	-0.2
Cc1ccccc1NC(=O)CN(C)S(=O)(=O)c1cccs1	0.5	-2	-9	11	1	0	2	0.2
CC(C)C#Cc1ccc([C@H]2[C@@H](C#N)N(C(=O)C3CCC3)[C@H]2CO)cc1	0.0	-1	1	17	-4	-2	-1	0.8
CC1CC(C)CN(C(=O)c2ccc(Br)c(S(=O)(=O)N3CCOCC3)c2)C1 (configuration not stated)	-0.1	1	-8	3	-8	-3	2	nt
CNC(=O)c1[nH]cnc1C(=O)NCC(=O)OCc1ccccc1	0.1	0	-10	-10	7	5	7	nt
CO/N=C/c1cn(-c2ccc(Cl)cc2)nn1	0.5	5	-6	nt	nt	8	1	nt
Cc1ccccc1OC(C)C(=O)Nc1cccnc1 (configuration not stated)	0.4	-4	-18	-2	-11	-3	-15	-0.6
CCCNC(=O)N(C)C[C@H]1Oc2ncc(-c3cccc(C#N)c3)cc2C(=O)N([C@@H](C)CO)C[C@H]1C	0.3	-1	-4	-6	1	0	2	-0.1
COc1ccc(C(=O)NCC(=O)N/N=C/c2cccc(OC(=O)c3ccco3)c2)cc1OC	-0.8	-5	-10	nt	nt	3	4	2.3
CCOC(=O)c1csc(-c2sccc2Br)n1	0.2	3	4	nt	nt	-1	-3	nt
O=C(NNC(=O)c1ccc(NC(=O)c2ccccc2)cc1)c1ccc(F)cc1	0.0	-2	4	-6	-1	2	4	-0.4
Cc1ccc(NC(=S)N/N=C/c2c(Cl)cccc2Cl)c(C)c1	-0.1	-3	-6	nt	nt	9	4	nt
CC(=O)N1[C@H](CO)[C@@H](c2ccccc2)[C@@H]1CN(CC1CCC1)C(=O)CN(C)C	0.5	7	-10	5	-3	-2	0	0.5
C[C@H](CO)N1C[C@H](C)[C@@H](CN(C)S(=O)(=O)c2cccs2)Oc2c(NS(=O)(=O)c3ccc(F)cc3)cccc2C1=O	-0.9&-0.1	7&-1	-20&-14	-3	-1	2&-1	-2&0	-3.5&0.3
C[C@@H]1CN([C@@H](C)CO)C(=O)c2cc(NC(=O)Cc3ccccc3)ccc2O[C@@H]1CN(C)C(=O)Nc1ccc(F)cc1	-0.5	10	-6	7	20	0	-2	-0.9
COc1ccccc1/C=N/N1C(=O)c2cccc3cccc(c23)C1=O	-0.1	36	-100	6	14	8	-1	7.5
COc1ccc(Cc2c(-c3cccc(Br)c3)nc3ccc(Br)cn23)c(C)c1	-0.2	-4	-14	34	-1	-1	7	nt
C[C@H](CO)N1C[C@H](C)[C@H](CN(C)Cc2ccc(C(=O)O)cc2)Oc2ccc(NC(=O)Cc3ccccc3)cc2C1=O	0.0	-2	-10	1	-4	1	4	-0.1
COc1ccc(S(=O)(=O)N(C)C[C@H]2Oc3ccc(NS(=O)(=O)c4ccccc4)cc3C(=O)N([C@@H](C)CO)C[C@H]2C)cc1	0.3	nt	nt	5	-6	nt	nt	0.8
OC1CC2CCC(C1)N2CCCN1c2ccccc2Sc2ccc(Cl)cc21 (configuration not stated)	0.4	1	91*	-13	18	6	1	0.0
CCOC(=O)c1c(NC(=O)COc2cccc3c2CCN(C)C3=O)sc2c1CCC2	0.3	-4	-14	nt	nt	6	-2	-0.1
Cc1ccc(C2C3=C(CCCC3=O)N=C3c4ccccc4C(=O)C32)cc1 (configuration not stated)	0.0	12	-2	nt	3	-3	1	-1.5
CCOC(=O)c1sc(NC(=O)CN2C(=O)NC3(CCCCCCC3)C2=O)c(C(=O)OCC)c1C	0.7	-5	-20	3	-5	nt	7	-0.7
Cc1cccc(S(=O)(=O)N2CCCCN3[C@@H](CO)[C@@H](c4ccc(C#C[C@H](C)O)cc4)[C@@H]3C2)c1	0.1	4	-49	23	0	0	2	-0.6
COc1ccc(CC(=O)N(C)c2ccccc2)cc1S(=O)(=O)N1CCOCC1	0.0	-8	5	-3	0	-5	-3	nt
Cc1ccc(S(=O)(=O)N2CCC[C@H]2C(=O)OCC(=O)N2c3ccccc3NC(=O)C2(C)C)cc1	0.0	-11	-20	-1	9	5	3	nt
Cc1c(C)c2ccc(OCC(=O)Nc3cccnc3)cc2oc1=O	0.0	-18	-6	7	-3	-1	6	nt
Cc1ccccc1CNC(=O)C1CCN(c2nnc(N3CCCC3=O)s2)CC1	0.2	3	-15	-2	5	-4	-1	-0.1
CC(C(=O)Nc1ccc(Cl)cc1Cl)N1C(=O)NC2(CCCC2)C1=O (configuration not stated)	0.1	-1	-16	1	2	3	1	0.0
Cc1noc(C)c1NC(=O)N(C)C[C@@H]1OCCCC[C@H](C)Oc2ccc(NC(=O)c3ccccc3)cc2C(=O)N([C@H](C)CO)C[C@@H]1C	0.5	3	-1	-1	-6	5	5	-0.1
CCOC(=O)C1(Cc2ccccc2)CCN(Cc2cnn(CC)c2)CC1	0.0	3	-9	nt	8	16	-2	nt
O=C(CSc1nnc(CNC(=O)c2ccco2)o1)Nc1ccc(Br)cc1	0.0	-1	-7	-8	-3	-3	-4	1.5
CC(C)c1ccc(N2C(=NC(=O)C3CCCO3)SC3CS(=O)(=O)CC32)cc1 (configuration not stated)	0.4	-3	-8	-1	-17	-2	8	0.4
COc1ccc(C#Cc2ccc3c(c2)O[C@@H](CN(C)C)[C@@H](C)CN([C@H](C)CO)S3(=O)=O)cc1	0.2	3	28	-2	-4	1	0	-0.1
C/C=C/c1ccc([C@@H]2[C@H]3CN(C(=O)Nc4ccc(F)cc4)CCCCN3[C@H]2CO)cc1	0.0	1	15	-1	-11	1	-5	-0.6
Cn1c(N)c(C#N)c(-c2ccccc2)c(C#N)c1=O	0.1	-3	-22	-6	11&-5	3	3	nt
CCOc1ccc2[nH]c(=O)c(CN(CCCN3CCOCC3)Cc3nnnn3Cc3ccc(OC)cc3)cc2c1	0.0	-1	-6	nt	nt	-1	4	nt
Cc1ccc(Sc2ccc(S(=O)(=O)Nc3ccc(CC(=O)O)cc3)cc2)cc1C	0.2	-6	-32	-3	4	7	0	nt
Cc1cn([C@H]2C[C@H](N=[N+]=[N-])[C@@H](CO)O2)c(=O)[nH]c1=O	0.0	-12	-5	-5	15	2	8	0.2
COc1ccc(C2=NS(=O)(=O)N(C)C(C(=O)N3CCc4ccccc4C3)=C2)cc1OC	0.2	1	-11	4	-4	-4	-7	0.0
O=C(COC(=O)c1cc[n+]([O-])cc1)Nc1ccccc1Sc1ccccc1	0.2	-3	0	-5	6	-3	7	2.8
CCOC(=O)CNC(=O)CN1C(=O)CC(c2ccccc2)S(=O)(=O)c2ccccc21 (configuration not stated)	0.4	-5	-11	nt	-5	-2	-2	4.3
COc1ccc(CN(C)C[C@H]2Oc3ccc(NC(=O)NC(C)C)cc3CC(=O)N([C@H](C)CO)C[C@@H]2C)cc1	0.1	1	16	nt	nt	-1	5	-1.3
CCC(=O)N1[C@@H]2c3cccc(=O)n3C[C@H]1[C@H](CO)[C@H]2C(=O)NC1CCC1	0.4	18	-4	1	16	6	3	0.2
O=C(c1cccc(F)c1)N1CCCCN2[C@H](CO)[C@@H](c3ccc(-c4cccnc4)cc3)[C@H]2C1	0.3	-24	10	nt	7	1	8	0.8
CCCCn1c(N)c(N(CC(C)C)C(=O)CSc2nnc(C)n2-c2ccccc2)c(=O)[nH]c1=O	0.0	-16	-6	-3	0	0	-4	nt
CCN(C(=O)c1ccco1)c1nc(-c2ccc(OC)cc2)cs1	0.0	2	-11	81*	7	-2	3	0.0
CCCNC(=O)[C@H]1[C@H](CO)[C@H]2Cn3c(ccc(-c4cccc(F)c4)c3=O)[C@@H]1N2Cc1ccccc1F	0.1	3	11	nt	nt	3	0	0.0
Cc1ccc(/C=N/NC(=O)c2ccc(-n3cnnn3)cc2)cc1	0.0	-13	-4	-2	10	0	1	0.0
COCCOC(=O)N1C(=O)[C@@]2(c3cc(C#CC4=CCCCC4)ccc31)[C@H](c1ccccc1OCCO)N1[C@H](c3ccccc3)[C@H](c3ccccc3)OC(=O)[C@H]1[C@@H]2C(=O)NC[C@H](O)c1ccccc1	nt	-6	-1	nt	-2	-1	-2	nt
O=S(=O)(Nc1ccc(Nc2ccccc2)cc1)c1ccc(F)cc1	0.0	-4	1	-6	5	0	3	0.0

# The list goes on, overlapping the part above by two compounds.
mol	Xi reactivation	S100A4 inh HTS	RAD52 anneal inh	esBAF inh	RAD54 inh	ERAP1 HTS inh	ERp5 inh	E-sel inducer
COCCOC(=O)N1C(=O)[C@@]2(c3cc(C#CC4=CCCCC4)ccc31)[C@H](c1ccccc1OCCO)N1[C@H](c3ccccc3)[C@H](c3ccccc3)OC(=O)[C@H]1[C@@H]2C(=O)NC[C@H](O)c1ccccc1	nt	-6	-1	nt	-2	-1	-2	nt
O=S(=O)(Nc1ccc(Nc2ccccc2)cc1)c1ccc(F)cc1	0.0	-4	1	-6	5	0	3	0.0
COC(=O)C[C@H]1CC[C@H](NC(=O)Nc2ccccc2)[C@@H](CO)O1	0.0	-6	-24	nt	nt	-1	-6	1.1
CNC[C@@H]1Oc2c(NC(=O)c3cnccn3)cccc2C(=O)N([C@H](C)CO)C[C@@H]1C	-0.2	17	-13	-8	13	nt	10	0.3
O=C(NCCCn1ccnc1)/C(=C/c1ccco1)NC(=O)c1cccs1	0.0	-8	-15	nt	nt	-5	8	-0.7
Cc1cc(=O)oc2cc(NC(=O)c3ccc(OC(F)F)cc3)ccc12	0.0	-2	-12	57*	0	-4	1	-0.4
CC(=O)Nc1ccc2c(COC(=O)CC3Sc4ccccc4NC3=O)cc(=O)oc2c1 (configuration not stated)	0.0	2	-56	nt	nt	1	-2	nt
CCNC(=O)C(=O)NCC1CCCN1S(=O)(=O)c1cccs1 (configuration not stated)	0.0	-1	-13	-1	8	0	4	0.1
CC1CCN(CC(=O)Nc2ccc(C(=O)N3CCCCC3)cc2)CC1	0.1	-7	-8	-6	-9	16	-4	-0.2

# Assay outcomes as filed in PubChem BioAssay.
